RAD52 anneal inh = RAD52 DNA annealing inhibitors, primary screen, biochemical, FRET, single point, set 2; AID 651710, 2012; 0.46% of 360,000 active; recombinant RAD52 DNA annealing, FRET fluorescence; inhibition, % at 18.7 µM;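 active = every replicate showing at least 50% inhibition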
RAD54 branch = inhibitors of human RAD54 branch migration, primary screen, biochemical, fluorescence, single point; DNA repair and recombination protein RAD54-like (Homo sapiens), Q92698; RAD54 Holliday junction branch migration, FAM/BHQ fluorescence; inhibition, % at 10.4 µM; 0.14% of 360,000 active;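 active = mean normalized replicate activity at least 40 and at least half of replicates scoring 40 or more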;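 also: 0% = median of neutral control wells and 100% = median of positive control wells; inhibitors cause a drop in the FAM fluorescence signal; in these data hits start at about 50%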
esBAF inh = Bmi1 luciferase reporter increase in mESCs, primary screen, esBAF inhibitor project, mouse ES cells, Bmi1 luciferase knock-in, single point; 24 h; 100% = twice the neutral-well signal; reporter increase, % at 12.5 µM; 2% of 350,000 active; in the data active = activation above about 40%;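 also: 0% = median of the plate's neutral control wells and 100% = double that signal; a rise in the Bmi1 reporter signal indicates esBAF inhibition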
PglD inh = C. jejuni PglD acetyltransferase inhibitors, primary screen, biochemical, DTNB colorimetric, single point | UDP-N-acetylbacillosamine N-acetyltransferase PglD (Campylobacter jejuni) | purified PglD enzyme, DTNB colorimetric CoA detection | inhibition, % at 12.5 µM | 0.098% of 360,000 active | AID 602405, 2012; in the data active = inhibition above about 16%, passing the limit was not always enough; also: strong numbers were not always called active
E-selectin induc = E-selectin induction in HUVECs, primary screen, imaging, HUVEC, immunofluorescence imaging, single point; AID 686992, 2013; normalized: neutral wells 0, TNF-alpha wells 100; P16581; activation, % at 7.58 µM; 0.37% of 260,000 active;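 active = mean E-selectin-positive cell signal at least 10% of the positive control, reached in at least 60% of replicates, without over 20% cell loss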;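 also: in these data hits start at about 27%; measured in HUVEC primary endothelial cells; signal is the percent of cells scored E-selectin positive by PE staining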
Target sequence (P16581 whole entry, looked up): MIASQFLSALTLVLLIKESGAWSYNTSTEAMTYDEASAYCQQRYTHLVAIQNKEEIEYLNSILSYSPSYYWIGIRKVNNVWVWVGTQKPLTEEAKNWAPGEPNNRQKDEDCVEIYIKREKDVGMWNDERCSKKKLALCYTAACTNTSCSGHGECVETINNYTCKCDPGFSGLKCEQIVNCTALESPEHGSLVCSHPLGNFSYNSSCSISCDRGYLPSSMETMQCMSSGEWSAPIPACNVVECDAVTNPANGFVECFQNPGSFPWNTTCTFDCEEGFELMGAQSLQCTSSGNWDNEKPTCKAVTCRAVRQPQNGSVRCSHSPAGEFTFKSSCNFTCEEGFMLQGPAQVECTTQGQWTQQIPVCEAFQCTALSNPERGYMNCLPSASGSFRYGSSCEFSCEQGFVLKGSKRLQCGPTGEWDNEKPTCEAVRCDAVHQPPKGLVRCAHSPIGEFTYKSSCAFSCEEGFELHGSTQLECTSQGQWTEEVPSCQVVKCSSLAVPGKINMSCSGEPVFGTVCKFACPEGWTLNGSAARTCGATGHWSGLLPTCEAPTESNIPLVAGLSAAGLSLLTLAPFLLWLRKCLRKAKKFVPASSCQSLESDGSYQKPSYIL
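Read-out: % PE-positive cells | Test system: HUVEC | Doses: One compound dose added by pin transfer | Buffer or medium: EGM-2 over gelatin coat | Signal: Immunofluorescence imaging | Benchmarks: TNF-alpha, DMSO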
Casp6 inh = human caspase-6 inhibitors, primary screen, biochemical, VEID-R110 fluorescence, single point, set 2; AID 686996, 2013; 0.53% of 350,000 active; purified caspase-6, Z-VEID-R110 cleavage fluorescence; P55212; inhibition, % at 12.5 µM;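 active = mean inhibition across replicates at least about 35%, with every replicate also reaching that limit, limit read from the data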;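 also: 0% = median of neutral control wells and 100% = no fluorescence left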
Target sequence (P55212 24-179 limits assumed): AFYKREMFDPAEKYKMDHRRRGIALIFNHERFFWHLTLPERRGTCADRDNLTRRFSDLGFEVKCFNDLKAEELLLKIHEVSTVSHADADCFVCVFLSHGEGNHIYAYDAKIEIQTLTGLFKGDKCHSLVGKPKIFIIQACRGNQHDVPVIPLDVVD
Target sequence (P55212 194-293 limits assumed): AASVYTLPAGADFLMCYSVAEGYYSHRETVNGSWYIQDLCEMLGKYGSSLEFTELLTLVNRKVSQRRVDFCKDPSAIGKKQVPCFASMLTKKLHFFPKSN
ARNT-TACC3 inh = disruptors of ARNT/TACC3 protein interaction, primary screen, biochemical, AlphaScreen, single concentration | Transforming acidic coiled-coil-containing protein 3 (Homo sapiens), Q9Y6A5 | AlphaScreen His-ARNT PAS-B/GST-TACC3 binding, luminescence; TACC3 fragment carries E629A point mutation | inhibition, % at 9.99 µM | 0.66% of 390,000 active | AID 623870, 2012;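 active = mean inhibition of replicates at least 50% and at least half of replicates each reaching 50%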;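 also: 0% = complete ARNT plus TACC3 wells and 100% = ARNT alone without TACC3; many hits fall short of the cut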
ERp5 block = inhibitors of ERp5-driven insulin aggregation, primary screen, biochemical, turbidity, absorbance 650 nm, single point; Protein disulfide-isomerase A6 (Homo sapiens), Q15084; 90 min; inhibition, % at 9.99 µM; 0.05% of 350,000 active;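 active = mean replicate inhibition above about 25%, with every replicate also reaching it, limit read from the data, passing the limit was not always enough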
An asterisk follows results filed as active; · = no result given. Rows were taken by chance; overall some 3.2% were active at least once.

SMILES | RAD52 anneal inh | RAD54 branch | esBAF inh | PglD inh | E-selectin induc | Casp6 inh | ARNT-TACC3 inh | ERp5 block
CS(=O)(=O)c1ccc(Cl)c(C(=O)NC2CCSc3ccccc32)c1 (centres undefined) | -1 | -4 | -9 | 0 | · | 3 | 1 | 0
O=C(Nc1ccccc1)N1N=C(c2ccc(F)cc2)CC1c1ccc(F)cc1 (centres undefined) | -6 | · | · | · | · | 0 | 5 | -1
COCCn1c(C)cc(C(=O)CSc2nnnn2C2CCCC2)c1C | -17 | -5 | -66 | 5 | 2.7 | 0 | -5 | -4
CCCn1c(SCC(=O)c2ccc3c(c2)NC(=O)CO3)nc2ccccc21 | -9 | · | · | · | · | -1 | -4 | 5
Cc1ccc(NC(=O)c2cc(S(=O)(=O)N3CCOCC3)cs2)cc1 | -4 | 14 | 7 | 0 | -0.1 | 3 | 0 | 0
CN(C)CC#Cc1ccc([C@@H]2[C@@H](CO)N3CCCCN(C(=O)Nc4ccc(F)cc4)C[C@H]23)cc1 | 21 | 4 | 1 | 3 | -0.3 | -2 | 10 | -7
COCC(=O)N(C)C[C@@H]1Oc2cc(-c3ccc(C)cc3)ccc2S(=O)(=O)N([C@H](C)CO)C[C@H]1C | -7 | -10 | -1 | 1 | -0.1 | 7 | 0 | -1
COc1ccc(C2(O)CC3CCC(C2)N3c2nc(C)cc(C)c2C#N)cc1 (centres undefined) | · | -29 | 3 | -3 | · | · | -1 | ·
CCNS(=O)(=O)c1ccc(C)c(-n2cnnn2)c1C | · | -6 | -3 | -1 | · | · | 2 | ·
CCCNC(=O)N1[C@@H]2c3ccc(-c4cccc(OC)c4)c(=O)n3C[C@H]1[C@H](CO)[C@H]2C(=O)NCC | 8 | 2 | -3 | -8 | -0.1 | -5 | -2 | 8
CCCCNCc1ccc(OCc2ccc(Cl)nc2)c(OC)c1 | -23 | -2 | -9 | -19 | 1.7 | -4 | -2 | 3
Cc1ccc(S(=O)(=O)N(CC(=O)Nc2cccnc2)c2ccccc2C)cc1 | -66 | -4 | -1 | 6 | 0.1 | -1 | 2 | 1
CO[C@@H]1CN(C)C(=O)c2ccc(NC(=O)c3ccc4c(c3)OCO4)cc2OC[C@H](C)NC[C@@H]1C | -3 | -4 | -4 | 1 | -0.1 | -5 | -17 | -5
CCOC(=O)CC[C@H](NC(=O)Cn1cnc2c(SC)nc(N)nc21)C(=O)OCC | -11 | 5 | -3 | -5 | · | 1 | 11 | -3
Cc1nc(Nc2ccc(Br)cc2Br)c([N+](=O)[O-])c(=O)[nH]1 | -33 | 2 | -7 | 4 | 0.5 | -5 | 0 | -4
COc1ccccc1N1CCN(/N=C/C=C\c2ccccc2[N+](=O)[O-])CC1 | -27 | · | · | · | 0.8 | · | 21 | 3
CC(N=C1NC(C)(C)Cc2ccccc21)C(=O)O (centres undefined) | -10 | 7 | 2 | -3 | -4.8 | 1 | 4 | -3
COc1ccc2c3c([nH]c2c1)[C@@H](CO)N(C(=O)CN1CCOCC1)CC31CCN(CC2CCCC2)CC1 | 0 | · | · | · | -0.2 | -1 | · | 11
O=C(CNC(=O)c1ccc(Cl)cc1Cl)OCCOc1ccccc1 | 3 | 9 | 21 | 6 | 0.9 | 12 | -6 | 6
CCN(CC)CCNC(=O)Cc1c(C(=O)O)n(CC)c2ccccc12 | -3 | 1 | -4 | -3 | · | -6 | 0 | 1
O=C(CNC(=O)c1ccc(N2C(=O)c3ccccc3C2=O)cc1)OCC(=O)c1ccc(Cl)cc1 | 4 | -3 | · | -1 | · | 0 | -13 | 2
O=C(O)C1C2C=CC(C2)C1C(=O)NCCCn1ccnc1 (centres undefined) | · | -3 | -12 | -3 | · | · | 54* | ·
CCc1cccc(NC(=O)CCCn2nc(C)c3c(C)n(-c4ccccc4)nc3c2=O)c1 | -5 | -2 | 0 | -4 | · | 4 | -3 | 3
COC(=O)C[C@H]1C[C@@H]2c3cc(NS(C)(=O)=O)ccc3O[C@@H]2[C@@H](CO)O1 | -15 | -10 | 2 | -4 | 0.7 | -2 | 30 | -4
CN(C)C(=O)c1ccc(-c2ccc([C@@H]3[C@@H](CO)N4CCCCN(CC5CC5)C[C@@H]34)cc2)cc1 | -5 | -5 | 3 | -3 | 0.2 | -2 | -2 | 0

Reprinted from the entries so far for reference:
SMILES | RAD52 anneal inh | RAD54 branch | esBAF inh | PglD inh | E-selectin induc | Casp6 inh | ARNT-TACC3 inh | ERp5 block
CCCCNCc1ccc(OCc2ccc(Cl)nc2)c(OC)c1 | -23 | -2 | -9 | -19 | 1.7 | -4 | -2 | 3
Cc1ccc(S(=O)(=O)N(CC(=O)Nc2cccnc2)c2ccccc2C)cc1 | -66 | -4 | -1 | 6 | 0.1 | -1 | 2 | 1
CO[C@@H]1CN(C)C(=O)c2ccc(NC(=O)c3ccc4c(c3)OCO4)cc2OC[C@H](C)NC[C@@H]1C | -3 | -4 | -4 | 1 | -0.1 | -5 | -17 | -5

Three compounds from above with just E-selectin induc, RAD54 branch and PglD inh:
| Structure | E-selectin induc | RAD54 branch | PglD inh |
| --- | --- | --- | --- |
| COCC(=O)N(C)C[C@@H]1Oc2cc(-c3ccc(C)cc3)ccc2S(=O)(=O)N([C@H](C)CO)C[C@H]1C | -0.1 | -10 | 1 |
| COc1ccc2c3c([nH]c2c1)[C@@H](CO)N(C(=O)CN1CCOCC1)CC31CCN(CC2CCCC2)CC1 | -0.2 | · | · |
| CCNS(=O)(=O)c1ccc(C)c(-n2cnnn2)c1C | · | -6 | -1 |

More results:
SMILES | RAD52 anneal inh | RAD54 branch | esBAF inh | PglD inh | E-selectin induc | Casp6 inh | ARNT-TACC3 inh | ERp5 block
CCCSc1ccc([C@H]2N[C@@](C)(C(=O)OC)[C@H]3C(=O)N(C)C(=O)[C@@H]23)cc1 | -25 | -5 | 0 | -2 | 0.0 | 1 | -3 | -4
O=C(O)C1CCCCC1C(=O)N1CCN(S(=O)(=O)c2ccc(F)cc2)CC1 (centres undefined) | -6 | -1 | 3 | 7 | 0.4 | 4 | -10 | 0
COc1ccc(NC(=O)Nc2ccc3c(c2)C(=O)N([C@H](C)CO)C[C@@H](C)[C@@H](CN(C)C(=O)Nc2ccccc2)O3)cc1 | 1 | 4 | -2 | 4 | · | -1 | -5 | 8
O=C(O)C1C2CCC(C2)C1C(=O)N1CCCC1 (centres undefined) | -1 | -1 | 2 | 9 | · | -3 | -7 | 5
C[C@@H]1CN([C@H](C)CO)C(=O)c2cc(/C=C/c3ccccc3)cnc2O[C@H]1CN(C)S(=O)(=O)c1ccccc1F | 6 | 7 | -5 | -4 | 0.6 | -2 | -3 | 1
COc1ccccc1Nc1ccc([N+](=O)[O-])cc1N | 4 | 8 | 12 | -2 | · | 5 | 2 | 2
C[C@@H]1CN([C@@H](C)CO)C(=O)c2cc(NS(=O)(=O)c3cccs3)ccc2O[C@H]1CN(C)C(=O)Nc1ccc2c(c1)OCO2 | -4 | 2 | 2 | 2 | 284* | 1 | -6 | -4
CC=Cc1ccc2n(c1=O)C[C@H]1[C@H](CO)[C@@H](C(=O)N3CCOCC3)N(CC3CC3)[C@@H]21 (mixture of isomers) | -16 | -10 | 1 | 0 | -0.3 | 0 | 7 | 3
Cc1nc2scc(C)n2c(=O)c1S(=O)(=O)NCC1CCN(Cc2ccc(Cl)cc2)CC1 | 1 | -3 | -4 | -2 | · | -4 | 3 | -2
CN(C)C(=O)C[C@H]1C[C@@H]2c3cc(NS(=O)(=O)c4ccc(F)cc4)ccc3O[C@@H]2[C@H](CO)O1 | · | -8 | -1 | 0 | 0.0 | · | -4 | ·
COc1ccc(NC(=O)CCn2c(=O)c3cccn3c3ccccc32)c(OC)c1 | -2 | · | 1 | · | 0.0 | 19 | -1 | 0
CN(C)C(=O)c1ccc(-c2ccc([C@@H]3[C@@H](C#N)N(C(=O)Cc4ccccn4)[C@H]3CO)cc2)cc1 | -53 | -8 | 6 | 1 | 0.1 | 0 | -27 | -1
CC1=C(C(=O)Nc2ccc(C)cc2)C(c2ccc(C)o2)C2=C(CC(C)(C)CC2=O)N1 (centres undefined) | · | 4 | -3 | 0 | · | · | -11 | ·
COC(=O)[C@]12CCCCC=C1N(Cc1cccc3ccccc13)C(=O)[C@H](CC(=O)NCc1cccc3ccccc13)C2 | 4 | · | · | · | 0.0 | 0 | · | -1
Cc1ccc(C(=O)N(c2ccccc2)C2CC(C)N(C(=O)c3ccco3)c3ccccc32)cc1 (centres undefined) | · | 0 | -22 | 2 | · | · | -2 | ·
CCc1ccc(CNCCNCC(C)O)cc1 (centres undefined) | · | -16 | 3 | 1 | · | · | 10 | ·
COc1ccc(S(=O)(=O)N2c3cc(Cl)ccc3Oc3nc4ccccc4nc32)cc1 | · | 9 | 1 | -5 | · | · | -2 | ·
O=S(=O)(/C=C/c1ccccc1)c1ccccc1 | · | -6 | 12 | 2 | · | · | -2 | ·
OCCCc1cn(CC2CCCCC2)nn1 | -11 | -1 | -14 | 12 | 0.2 | 4 | 5 | -7
COc1ccc(CN(Cc2ccc(C(=O)O)cc2)C(=S)Nc2cccc(C)c2)cc1OC | -12 | 2 | -3 | 3 | · | 0 | · | 4
CS(=O)(=O)c1ccc(Nc2nc(C(N)c3ccccc3)cs2)cc1 (centres undefined) | -1 | -1 | 3 | -3 | 0.1 | 4 | · | -1
CCOc1ccc(NC2=CC(=O)CC(c3ccco3)C2)cc1 (centres undefined) | -13 | · | -1 | · | 0.2 | 27 | 7 | 5
O=C(N[C@H](CO)Cc1ccccc1)[C@H]1O[C@@H](n2ccc(=O)[nH]c2=O)[C@H](O)[C@@H]1O | -12 | 4 | 1 | -2 | -0.1 | -2 | · | 3
Cc1ccc(S(=O)(=O)N2CCOCC2)cc1NS(=O)(=O)c1ccc(F)c(F)c1 | -8 | -5 | -1 | 0 | 0.8 | 2 | -4 | 5
O=C(O)CCc1nn2c3ccccc3nc2n(-c2ccccc2)c1=O | -2 | -16 | -6 | -3 | · | 4 | -4 | -3

Single records, from the list above.
CCCSc1ccc([C@H]2N[C@@](C)(C(=O)OC)[C@H]3C(=O)N(C)C(=O)[C@@H]23)cc1 is listed with RAD52 anneal inh: -25; RAD54 branch: -5; esBAF inh: 0; PglD inh: -2; E-selectin induc: 0.0; Casp6 inh: 1; ARNT-TACC3 inh: -3; ERp5 block: -4
OCCCc1cn(CC2CCCCC2)nn1 is listed with RAD52 anneal inh: -11; RAD54 branch: -1; esBAF inh: -14; PglD inh: 12; E-selectin induc: 0.2; Casp6 inh: 4; ARNT-TACC3 inh: 5; ERp5 block: -7
